Screens deposited in PubChem BioAssay by several laboratories.
LAP4-GFP MLPCN = yeast TOR pathway LAP4-GFP modulation; actives 0.34% (n = 320,000); S. cerevisiae LAP4-GFP multiplex, flow cytometry GFP, 3 h; median GFP as percent of DMSO wells; GFP response vs DMSO, % at 10 µM;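 active = GFP response vs DMSO above a set limit, about the screen mean plus 3 SD, cut at about 150% in these data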
GASC-1 inh = blocks human GASC-1 demethylase activity; Q9H3R0; inhibition, % at 2.35 µM; actives 0.069% (n = 330,000); GST-JMJD2C(1-420) H3K9me3 demethylation, DELFIA europium;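 active = more than half of a compound's replicate wells show inhibition beyond 50%, single wells judged on their own value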;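 note: signal counts dimethyl H3K9 product captured on neutravidin plate; 0% = median of DMSO wells and 100% = 0.3 times that DMSO median; strong numbers were not always called active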
Target sequence (Q9H3R0 1-420 limits assumed): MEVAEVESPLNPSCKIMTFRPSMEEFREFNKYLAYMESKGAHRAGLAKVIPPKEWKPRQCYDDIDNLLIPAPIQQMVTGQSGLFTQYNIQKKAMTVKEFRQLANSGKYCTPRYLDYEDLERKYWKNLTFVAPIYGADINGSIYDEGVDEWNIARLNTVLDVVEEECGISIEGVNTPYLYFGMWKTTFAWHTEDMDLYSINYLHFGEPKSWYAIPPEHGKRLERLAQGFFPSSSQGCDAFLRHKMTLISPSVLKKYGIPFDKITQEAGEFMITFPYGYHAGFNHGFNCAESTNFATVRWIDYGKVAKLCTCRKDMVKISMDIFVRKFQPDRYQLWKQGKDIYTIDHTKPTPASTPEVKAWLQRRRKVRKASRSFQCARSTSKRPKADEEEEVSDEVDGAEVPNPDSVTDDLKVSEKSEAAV
MEP2 TOR yeast = yeast TOR pathway MEP2-GFP modulation | S. cerevisiae MEP2-GFP strain, flow cytometry GFP, 3 h; 100% = DMSO control level | GFP response vs DMSO, % at 10 µM | actives 0.51% (n = 330,000);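 active = GFP response versus DMSO above a set limit, roughly screen mean plus 3 SD, cut at about 180% in these data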;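 note: median GFP fluorescence of the barcode-gated MEP2-GFP cells per well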
Yeast superoxide = caloric restriction mimetics inhibiting age-related superoxide in yeast. S. cerevisiae aged cells, superoxide DHE fluorescence; stronger effect = lower value. superoxide response (% of plate mean), % at 10 µM. actives 0.18% (n = 330,000);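 active = superoxide response under a set limit, about three screen SD below normal, cut at about 65% in these data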;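 note: yeast aged for seven days with compound at 30 °C before DHE staining; 100% = average MFI of all compound-treated wells on the plate with controls excluded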
RPL19A-GFP yeast = yeast TOR pathway RPL19A-GFP modulation; S. cerevisiae RPL19A-GFP strain, flow cytometry, 3 h; stronger effect = lower value; percent response vs DMSO, % at 10 µM; actives 0.3% (n = 330,000); AID 2025;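 active = percent response vs DMSO below 50%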;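 note: median channel GFP fluorescence of the barcoded RPL19A-GFP strain; ratio of sample median GFP to plate DMSO average so 100% = DMSO; lower means less RPL19A-GFP as with rapamycin TOR inhibition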
procasp3 activ = activators of human procaspase-3; P42574; recombinant procaspase-3 D3A, Ac-DEVD-pNA absorbance 405 nm; activation, % at 8.5 µM; actives 0.11% (n = 330,000); AID 463141;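 active = activation above the mean of all tested compounds plus 3 SD, cut at about 21% in these data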;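 note: 0% = DMSO alone and 100% = DMSO wells spiked with extra 5 µM PC-3 D3A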
Target sequence (P42574 whole entry D9A/D28A/D175A): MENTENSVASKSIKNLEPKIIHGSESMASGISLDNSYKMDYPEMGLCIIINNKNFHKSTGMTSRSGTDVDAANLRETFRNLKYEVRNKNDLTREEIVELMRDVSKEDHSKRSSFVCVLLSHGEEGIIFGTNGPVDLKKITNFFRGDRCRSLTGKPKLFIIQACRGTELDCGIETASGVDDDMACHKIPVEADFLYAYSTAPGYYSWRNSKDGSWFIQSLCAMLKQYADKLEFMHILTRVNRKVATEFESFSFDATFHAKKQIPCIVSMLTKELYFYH
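Test system: Procaspase-3 D3A mutant, all three cleavage aspartates alanine | Dosing: Single dose, 8.5 µM nominal compound, 0.8% DMSO | Schedule: 1 h preincubation, 2 h reaction | Technique: 405 nm absorbance of p-nitroaniline, reads at 0 and 120 min | Repeats: One well per compound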
procasp7 counter = counter-screen for procaspase-3 activators: activators of human procaspase-7. recombinant procaspase-7, Ac-DEVD-pNA absorbance 405 nm; D23A/D198A/D206A triple mutant, cannot self-cleave; scale: DMSO 0, 5 µM enzyme 100. P55210. activation, % at 8.5 µM. actives 0.093% (n = 330,000);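 active = percent activation above the screen-wide mean plus 3 SD, cut at about 25% in these data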
Target sequence (P55210 whole entry D23A/D198A/D206A): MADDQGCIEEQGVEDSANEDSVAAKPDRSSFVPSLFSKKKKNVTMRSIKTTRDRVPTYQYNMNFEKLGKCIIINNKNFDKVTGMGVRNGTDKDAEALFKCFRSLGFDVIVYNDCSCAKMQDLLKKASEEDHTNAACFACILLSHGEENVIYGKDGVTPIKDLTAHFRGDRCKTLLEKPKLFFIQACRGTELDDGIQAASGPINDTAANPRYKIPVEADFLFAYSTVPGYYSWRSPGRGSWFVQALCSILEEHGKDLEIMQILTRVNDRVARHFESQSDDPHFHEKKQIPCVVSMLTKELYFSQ
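Detection: p-Nitroaniline absorbance at 405 nm, read at 0 and 120 min; system: Uncleavable procaspase-7 mutant enzyme; evaluation: % activation from two-timepoint absorbance difference, scaled to controls; times: 1 h enzyme–compound preincubation and 2 h substrate reaction, both 25 °C; buffer or medium: Zinc-free HEPES pH 7.4 with 300 mM NaCl, 0.01% Triton X-100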
AHR activator = activates the human aryl hydrocarbon receptor; P35869; AHR-responsive luciferase reporter cells, luminescence; activation, % at 5 µM; actives 2.5% (n = 320,000); AID 2796; in the data active = activation above about 47%;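 note: 0% = vehicle wells and 100% = reference agonist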
Active calls of the source: *; / = not tested or not shown; & = joins results of further samples.

Labels used below – A = LAP4-GFP MLPCN; B = GASC-1 inh; C = MEP2 TOR yeast; D = Yeast superoxide; E = RPL19A-GFP yeast; F = procasp3 activ; G = procasp7 counter; H = AHR activator
Nc1c(C(=O)O)sc2nc(-c3ccccc3)cc(-c3ccc(F)cc3)c12
  A: 133	B: -3	C: 141	D: 108	E: 106	F: -4	G: -8	H: 2

CC1CN(C(=O)c2cc3cc([N+](=O)[O-])ccc3s2)CC(C)O1 (stereo not given)
  A: 111	B: -4	C: 104	D: 116	E: 92	F: -5	G: 5	H: 0

Cc1nc(C(F)(F)F)nc(Nc2ccc(N=Nc3ccccc3)cc2)c1C#N
  A: 97	B: -2	C: 107	D: 110	E: 109	F: -2	G: -17	H: 4

Cc1cc(-c2n[nH]c(=S)n2CC(C)C)cs1
  A: 103	B: 2	C: 104	D: 98	E: 122	F: -7	G: -17	H: 0

Cc1cc(=O)oc2cc(OCC(=O)N3CCN(c4ccccc4)CC3)ccc12
  A: 92	B: 3	C: 99	D: 98	E: 97	F: 8	G: 19	H: -2

CC(=O)c1ccc(N2C(=NC(=O)C3CCCO3)SC3CS(=O)(=O)CC32)cc1 (stereo not given)
  A: 95	B: 0	C: 99	D: 92	E: 99	F: 5	G: 8	H: 8

Nn1c(COc2ccccc2)nc2ccccc2c1=O
  A: 113	B: 9	C: 112	D: 93	E: 97	F: 4	G: 4	H: 3

COc1ccc(S(=O)(=O)Cc2ccc(C(=O)NCc3ccco3)o2)cc1
  A: 101	B: -2	C: 105	D: 100	E: 97	F: -1	G: 4	H: 5

COc1ccc(CNC(=O)C(OC(=O)c2ccco2)c2ccccc2F)cc1 (stereo not given)
  A: 98	B: 1	C: 95	D: 105	E: 97	F: 2	G: 1	H: -1

CC1(C)CC(=O)c2c(n(-c3cccc4ccccc34)ccc2=O)C1
  A: 80	B: -2	C: 91	D: 101	E: /	F: 8	G: 11	H: 7

Cc1cc(C(=O)COC(=O)CC2Sc3ccccc3NC2=O)c(C)n1-c1ccccc1 (stereo not given)
  A: 97	B: 4	C: 104	D: 99	E: 105	F: 9	G: -22	H: 5

OCc1nc2ccccc2n1CCCCOc1ccccc1
  A: 100	B: 2	C: 93	D: 106	E: 92	F: -2	G: -8	H: 1

CC1=NN(C(C#N)c2ccc([N+](=O)[O-])cc2)C(C)(C)C1 (stereo not given)
  A: 107	B: -1	C: 95	D: 95	E: 95	F: -7	G: 2	H: -1

CCCCn1c(N)c(N(Cc2ccccc2OC)C(=O)c2cc(CC)c(C)s2)c(=O)[nH]c1=O
  A: 96	B: -9	C: 97	D: 86	E: 91	F: 2	G: 0	H: 0

COc1ccc2[nH]c(C(=O)N(C)c3ccc(F)cc3F)cc2c1
  A: 96	B: 12	C: 94	D: 94	E: 98	F: 6	G: -7	H: 6

NC(=O)C1CCCN(C(=O)c2ccc(Cl)cc2)C1 (stereo not given)
  A: 103	B: 1	C: 108	D: 84	E: 100	F: -2	G: 1	H: -5

COc1cccc(C(=O)Nc2cnn(C(C)C)c2)c1
  A: 108	B: 16	C: 97	D: 111	E: 95	F: 2	G: 6	H: 40

CN(c1ccccc1)S(=O)(=O)c1cccc(C(=O)Nc2nccs2)c1
  A: 100	B: 1	C: 97	D: 100	E: 106	F: 8	G: 13	H: 8

O=C(NCc1ccncc1)C(=O)NCC(c1ccco1)N1CCN(c2ccccc2F)CC1 (stereo not given)
  A: 100	B: 0	C: 105	D: 117	E: 108	F: 0	G: -4	H: -1

O=C(NCCCNc1ccc(C(F)(F)F)cc1[N+](=O)[O-])c1ccc(Cl)cc1
  A: 107	B: -4	C: 93	D: 106	E: 93	F: -5	G: -11	H: 0

COCCCN1C(=O)C(=O)/C(=C(/O)c2ccc(S(=O)(=O)N3CCOCC3)cc2)C1c1ccc(C(C)C)cc1 (stereo not given)
  A: 88	B: 12	C: 122	D: 95	E: 106	F: 8	G: 2	H: 1

O=C(c1ccccc1)N1CCN(c2ncnc3sc4c(c23)CCC4)CC1
  A: 99	B: 1	C: 101	D: 108	E: 99	F: 3	G: 6	H: -1

COc1ccc(S(=O)(=O)Nc2ccccc2C(=O)N2CCOCC2)cc1F
  A: 67	B: -12	C: 99	D: 105	E: 105	F: -1	G: 2	H: 3

CN1C(=O)CC(N2CCN(c3ccc(Cl)c(Cl)c3)CC2)C1=O (stereo not given)
  A: 101	B: 6	C: 103	D: 95	E: 100	F: 3	G: 4	H: 4

O=C(COC(=O)Cc1ccc(Cl)cc1)NCCc1ccccc1
  A: 101	B: 8	C: 108	D: 117	E: 95	F: 9	G: -6	H: 1

CCc1ccc(NC(=O)C(=O)NNC(=O)COc2cccc(OC)c2)cc1
  A: 108	B: -1	C: 107	D: 93	E: 109	F: 3	G: 11	H: 3

O=C1c2cccc([N+](=O)[O-])c2C(=O)N1c1cccnc1
  A: 83	B: 8	C: 89	D: 106	E: 86	F: -5	G: 3	H: -1

CCn1cc([N+](=O)[O-])c(C(=O)N2N=C(c3ccc(OC)cc3OC)CC2c2ccccc2O)n1 (stereo not given)
  A: 86	B: -15	C: 96	D: 122	E: 102	F: 13	G: -8	H: 8

Cc1ccc(OCC(=O)Nc2ccc(O)c(C(=O)O)c2)cc1C
  A: 91	B: -2	C: 98	D: 108	E: 96	F: 11	G: -2	H: 4

COc1cccc(Nc2nc(-c3sc(NC(=O)c4ccccc4)nc3C)cs2)c1
  A: /	B: 6	C: /	D: /	E: /	F: 2	G: -1	H: 41

Cc1ccc(-n2nc(C)c(NS(=O)(=O)c3ccccc3)c2C)cc1C
  A: 103	B: -2	C: 107	D: 89	E: 105	F: 4	G: 11	H: 2

Cc1ccc(-c2nc(NC(=O)CSc3nnnn3-c3ccccc3)ns2)cc1
  A: 112	B: 13	C: 103	D: 103	E: 99	F: -6	G: 2	H: 5

CC(C)C(OC(=O)Cn1nnc2ccccc21)C(=O)NC1CCCC1 (stereo not given)
  A: 97	B: 3	C: 103	D: 107	E: 101	F: 12	G: -1	H: 0

COCCSc1ccccc1C(=O)NCc1ccc2c(c1)OCO2
  A: 94	B: 14	C: 98	D: 98	E: 98	F: 14	G: 6	H: 4

CNC(=O)c1ccsc1NC(=O)c1ccc2c(c1)CCCC2
  A: 116	B: -1	C: 96	D: 97	E: 96	F: -1	G: 2	H: 31

COCCN(C(=S)Nc1ccccc1OC)C1CCN(C(C)C)CC1
  A: 104	B: 4	C: 100	D: 100	E: 99	F: -1	G: -8	H: 0

CCOC(=O)C1Cc2ccccc2C(=O)O1 (stereo not given)
  A: 106	B: 0	C: 106	D: 99	E: 100	F: 2	G: 14	H: -2

CC(C)c1ccc(NC(=O)CSc2nc(=O)n(CCN3CCOCC3)c3c2CCC3)cc1
  A: 102	B: -2	C: 104	D: 99	E: 92	F: -11	G: 7	H: 6

C=CCn1c(-c2cnn(-c3ccccc3)c2N)n[nH]c1=S
  A: 109	B: -16	C: 109	D: 114	E: 103	F: -1	G: 1	H: 6

COc1ccc(Nc2nc(OC)nc(N3CCOCC3)n2)cc1
  A: 118	B: 10	C: 98	D: 87	E: 101	F: 4	G: -7	H: 51*

Cc1cccc(N2C(=O)C(O)=C(C(=O)c3cccs3)C2c2ccc(Cl)cc2)n1 (stereo not given)
  A: /	B: 3	C: 102	D: 93	E: 101	F: -25	G: -22	H: -2

COc1cc(/C=C2/C(=O)N(C)C(=S)N2C)ccc1OCc1cccc(F)c1
  A: 101	B: -23	C: 106	D: 115	E: 104	F: 0	G: -4	H: -6

COc1ccccc1NC(=O)COC(=O)c1oc2ccccc2c1C
  A: 98	B: -2	C: 97	D: 89	E: 102	F: -3	G: -6	H: 30

COc1ccc([C@H]2CC(=O)C=C(c3cc(C)ccc3F)C2)cc1
  A: 101	B: -1	C: 92	D: 92	E: 96	F: 0	G: 7	H: -1

O=C(Nc1cccnc1)Nc1cccc([N+](=O)[O-])c1
  A: 113	B: 10	C: 117	D: 92	E: 112	F: 4	G: 13	H: 77*

O=C(Nc1ccc(N2CCCCCC2)cc1)c1ccc[nH]1
  A: 109	B: 4	C: 102	D: 97	E: 98	F: -2	G: -6	H: 4

CCOc1ccc(N(CC(=O)Nc2ccccc2C)S(=O)(=O)c2c(C)[nH]c(=O)[nH]c2=O)cc1
  A: 107	B: -2	C: 102	D: 95	E: 98	F: 0	G: -4	H: 1

O=C(Nc1cccnc1)c1ccc(S(=O)(=O)N2CCCCCC2)cc1
  A: 104	B: 11	C: 104	D: 88	E: 103	F: 3	G: 3	H: 14

O=S(=O)(Nc1ccc(C(F)(F)F)cn1)c1ccccc1
  A: 114	B: -6	C: 97	D: 96	E: 103	F: -4	G: -2	H: 2

O=S(=O)(c1ccccc1)N(Cc1ccccc1)c1ccccn1
  A: 85	B: -1	C: 90	D: 99	E: 92	F: 3	G: 6	H: 1

CSc1cccc(CNC(=O)CC2C(=O)NCCN2CC(C)(C)C)c1 (stereo not given)
  A: 99	B: 2	C: 104	D: 93	E: 98	F: -1	G: -10	H: -1

CCCOC(=O)C1[C@H]2C(=O)N(CC3CCCO3)C[C@]23C=C[C@H]1O3 (stereo not given in full)
  A: 103	B: 5	C: 101	D: 97	E: 98	F: 5	G: -1	H: 0

COc1cccc(-c2c(C(=O)N/N=C(\C)COc3ccccc3)nnn2-c2nonc2N)c1
  A: 89	B: 3	C: 111	D: 107	E: 97	F: -1	G: 6	H: 1

CN=c1scc(-c2cc(OC)ccc2OC)n1/N=C/c1c(C)[nH]c2ccccc12
  A: 105	B: 9	C: 96	D: 126	E: 106	F: 4	G: -9	H: -3

CCn1c(-c2cc(-c3ccccc3)sc2N)n[nH]c1=S
  A: 99	B: 16	C: 95	D: 93	E: 99	F: -10	G: -16	H: 73*

CN1CCOCCOCCOCCN(C)C1=S
  A: 98	B: 1	C: 87	D: 111	E: 91	F: 2	G: 0	H: 0

O=C(Nc1ccccc1)N1CCCN(c2ccc(C(F)(F)F)cc2[N+](=O)[O-])CC1
  A: 113	B: -14	C: 105	D: 95	E: 104	F: -5	G: -13	H: 13

CCCCN(CC)CCNC(=O)Cn1cc2c(n1)-c1c(oc(C(=O)N3CCCC3)c1C)CC2
  A: 96	B: -5	C: 97	D: 104	E: 98	F: 2	G: 6	H: 1

CCSc1nc2c([nH]c3ccccc32)c(=O)n1C
  A: 94	B: -15	C: 99	D: 100	E: 103	F: 2	G: -3	H: 37

O=C(CSc1nnc(SCc2ccccc2)s1)N/N=C/c1c(Cl)cccc1Cl
  A: 93	B: 10	C: 112	D: 90	E: 109	F: 1	G: 10	H: 2

CN(c1ccccc1)S(=O)(=O)c1ccc(C(=O)OCC(=O)N2CCOCC2)cc1
  A: 100	B: -1&2	C: 106	D: 103	E: 99	F: 1	G: 1	H: -1

COc1ccc2cc(C3CC(c4ccco4)=NN3S(C)(=O)=O)c(Cl)nc2c1 (stereo not given)
  A: 106	B: 3	C: 99	D: 97	E: 99	F: -9	G: -18	H: 0

COc1cc(C(=O)N(C)Cc2cccc(OC)c2OC)ccc1OCC(=O)Nc1cccc(C(F)(F)F)c1
  A: 98	B: -7	C: 106	D: 88	E: 97	F: 8	G: 9	H: 2

Copied from the list:
For procasp7 counter, CCn1c(-c2cc(-c3ccccc3)sc2N)n[nH]c1=S shows -16
For LAP4-GFP MLPCN, CCOc1ccc(N(CC(=O)Nc2ccccc2C)S(=O)(=O)c2c(C)[nH]c(=O)[nH]c2=O)cc1 shows 107
For procasp7 counter, CSc1cccc(CNC(=O)CC2C(=O)NCCN2CC(C)(C)C)c1 (stereo not given) shows -10
